Compound activity deposited in PubChem BioAssay by several laboratories.
MT1-MMP act inh: inhibitors of human MT1-MMP activation; HT1080 RFP-PRO-GFP cells, GFP/RFP ratio fluorescence, overnight; percent of plate control window, DMSO zero; 0.061% of 360,000 active; P50281; AID 651647; GFP/RFP ratio change, % at 20 µM;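 active means GFP/RFP ratio change of at least 30% with cell ATP level not reduced by more than half and red fluorescence within 50% of control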; further: strong numbers were not always called active
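Assay system: HT1080 cells carrying an RFP-PRO-GFP reporter | Dosing: Single dose of 20 µM compound, 1% DMSO final | Incubation: Cells overnight before dosing, compound overnight, 37 °C, 5% CO2 | Evaluation: GFP/RFP fluorescence ratio | Control set: DMSO and RFP-L50D-GFP cell wells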
FAS TE block: inhibitors of human fatty acid synthase thioesterase domain; P49327; recombinant FAS-TE, OMFH fluorogenic substrate, fluorescence endpoint; inhibition, % at 15 µM; 0.67% of 360,000 active; AID 602261;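 active means compounds whose normalised, plate-corrected inhibition of enzyme fluorescence in the single-dose primary screen is 50% or more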;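 further: 0% = DMSO with enzyme and 100% = substrate without enzyme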
SKN-1 block: inhibitors of C. elegans SKN-1 | C. elegans VP596 Pgst-4::GFP/RFP ratio, acrylamide-induced, 24 h | inhibition, % at 21.8 µM | 0.49% of 360,000 active;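 active means interference check ratio from 0.5 to 1.5 plus GFP to RFP signal ratio inhibition reaching or exceeding a fixed threshold, cut at about 30% in these data, passing the limit was not always enough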; further: some compounds called inactive have numbers as strong as hits
Rin1 Abl inh: human Rin1-Abl interaction inhibition | P00519+Q13671 | inhibition, % at 7.35 µM | 0.4% of 360,000 active | TR-FRET Rin1/Abl binding, biochemical | AID 588664; in the data active means inhibition above about 5%, passing the limit was not always enough
Target sequence (P00519 whole entry, looked up): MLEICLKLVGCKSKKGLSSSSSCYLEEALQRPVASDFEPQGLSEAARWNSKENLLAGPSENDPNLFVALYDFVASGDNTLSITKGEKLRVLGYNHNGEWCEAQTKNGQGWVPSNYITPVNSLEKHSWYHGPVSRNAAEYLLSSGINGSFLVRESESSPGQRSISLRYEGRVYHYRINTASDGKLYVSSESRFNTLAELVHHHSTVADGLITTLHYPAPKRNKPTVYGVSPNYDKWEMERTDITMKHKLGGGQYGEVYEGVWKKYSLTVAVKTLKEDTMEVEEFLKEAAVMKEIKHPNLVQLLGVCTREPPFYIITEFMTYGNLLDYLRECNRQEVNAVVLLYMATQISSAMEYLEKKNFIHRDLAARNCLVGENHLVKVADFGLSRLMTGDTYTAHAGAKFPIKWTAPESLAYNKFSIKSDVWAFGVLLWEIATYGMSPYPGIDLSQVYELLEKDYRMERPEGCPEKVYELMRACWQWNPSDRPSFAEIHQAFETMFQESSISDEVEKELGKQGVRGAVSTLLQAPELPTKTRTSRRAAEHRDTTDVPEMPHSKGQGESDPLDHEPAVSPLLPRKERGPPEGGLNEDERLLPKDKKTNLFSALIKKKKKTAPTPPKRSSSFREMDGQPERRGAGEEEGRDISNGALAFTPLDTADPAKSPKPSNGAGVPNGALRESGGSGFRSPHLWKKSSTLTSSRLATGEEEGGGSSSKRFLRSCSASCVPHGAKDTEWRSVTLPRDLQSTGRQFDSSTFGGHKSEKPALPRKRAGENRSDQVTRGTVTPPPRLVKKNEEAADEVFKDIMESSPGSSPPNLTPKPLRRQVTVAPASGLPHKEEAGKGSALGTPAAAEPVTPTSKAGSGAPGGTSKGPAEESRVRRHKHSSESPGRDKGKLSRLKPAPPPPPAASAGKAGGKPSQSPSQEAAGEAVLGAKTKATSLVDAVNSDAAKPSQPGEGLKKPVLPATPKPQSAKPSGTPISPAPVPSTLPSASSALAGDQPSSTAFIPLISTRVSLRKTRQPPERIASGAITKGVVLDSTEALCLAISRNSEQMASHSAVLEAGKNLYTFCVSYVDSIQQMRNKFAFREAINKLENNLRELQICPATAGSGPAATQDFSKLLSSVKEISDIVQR
Target sequence (Q13671 whole entry, looked up): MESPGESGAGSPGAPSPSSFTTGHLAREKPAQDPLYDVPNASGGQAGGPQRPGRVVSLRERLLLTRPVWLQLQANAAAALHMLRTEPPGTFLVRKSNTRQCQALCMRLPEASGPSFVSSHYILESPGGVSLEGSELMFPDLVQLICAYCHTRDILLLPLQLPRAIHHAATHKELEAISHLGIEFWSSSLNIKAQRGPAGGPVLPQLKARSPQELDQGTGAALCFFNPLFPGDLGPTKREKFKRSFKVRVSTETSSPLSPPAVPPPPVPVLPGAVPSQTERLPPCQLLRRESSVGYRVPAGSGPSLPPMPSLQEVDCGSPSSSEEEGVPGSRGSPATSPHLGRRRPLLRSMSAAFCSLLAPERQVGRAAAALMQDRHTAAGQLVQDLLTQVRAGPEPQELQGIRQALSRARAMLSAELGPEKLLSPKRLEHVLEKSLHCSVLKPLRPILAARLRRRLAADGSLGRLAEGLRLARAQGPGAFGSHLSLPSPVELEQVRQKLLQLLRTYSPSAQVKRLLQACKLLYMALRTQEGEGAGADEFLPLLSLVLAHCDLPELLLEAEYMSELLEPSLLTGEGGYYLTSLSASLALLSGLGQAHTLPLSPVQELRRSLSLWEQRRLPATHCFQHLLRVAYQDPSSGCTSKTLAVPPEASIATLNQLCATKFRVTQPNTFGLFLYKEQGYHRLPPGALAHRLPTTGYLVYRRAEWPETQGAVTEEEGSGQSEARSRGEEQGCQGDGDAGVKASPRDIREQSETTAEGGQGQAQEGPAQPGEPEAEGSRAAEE
MsrA inh: inhibitors of bovine MsrA; purified bovine MsrA, absorbance read-out; inhibition, % at 15.5 µM; 0.75% of 360,000 active; in the data active means inhibition above about 4.5%;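 further: 0% = vehicle wells with enzyme and 100% = reference inhibitor wells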
Neddylation inh: cullin neddylation inhibition | TR-FRET cullin neddylation, biochemical | 0.58% of 360,000 active | calls only at 25 µM | P61081+Q13564 | AID 651699; in the data active means inhibition above about 36%
bovine MsrA act: activates bovine MsrA enzyme; activation, % at 10.6 µM; 0.3% of 360,000 active; AID 602163; purified bovine MsrA, absorbance read-out; in the data active means activation above about 7.5%;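 further: 0% = vehicle and 100% = reference activator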
E coli Lon inh: inhibitors of E. coli Lon protease | inhibition, % at 7.94 µM | P0A9M0 | purified E. coli Lon protease, fluorescence polarization | 0.42% of 360,000 active; in the data active means inhibition above about 13%, passing the limit was not always enough;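 further: 0% = enzyme with probe and DMSO and 100% = no enzyme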
NRP1-CendR mod: NRP-1/CendR interaction modulation; O14786; FAM-RPARPAR peptide binding to NRP-1, fluorescence polarization; inhibition, % at 25 µM; 0.85% of 360,000 active; AID 602438;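 active means inhibition or corrected inhibition above about 18%, plus a signal ratio from 0.5 to 1.5, limit read from the data, passing the limit was not always enough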; further: strong numbers were not always called active
Active calls of the source: *; i = inactive; nt = no result given.

SMILES	MT1-MMP act inh	FAS TE block	SKN-1 block	Rin1 Abl inh	MsrA inh	Neddylation inh	bovine MsrA act	E coli Lon inh	NRP1-CendR mod
COCCNc1nc(N)c([N+](=O)[O-])c(N2CCCCCC2)n1	-3.3	-2.2	23.7	-1.1	1.7	i	-2.5	-4.1	7.6
CC(C)N(CCNC(=O)c1ccc(CS(=O)(=O)c2c(Cl)cccc2Cl)o1)Cc1ccccc1	-2.6	3.2	14.9	2.6	-1.0	i	-1.6	-4.8	3.6
Cc1ccc(NC(=O)Cn2nc(C(F)(F)F)c3c2CCC3)cc1	3.1	8.3	1.6	5.0*	1.5	i	-3.5	2.5	2.7
COc1cc(CN2CCN(S(=O)(=O)c3ccccc3)CC2)cc(OC)c1OC	-2.4	-2.7	-0.5	0.0	0.2	i	-5.3	-4.4	-0.1
Cc1ccc(S(=O)(=O)Nc2ccc(C(=O)N3CCCC3)cc2)c(C)c1NS(C)(=O)=O	0.9	-4.0	7.9	3.7	-0.1	i	-1.6	7.1	-4.0
COc1ccc(N2CCN(C(=O)Cc3ccc(C)cc3)CC2)cc1	1.2	-5.2	7.1	2.6	-0.4	i	-7.7	8.0	0.0
COc1ccc(NC(=O)N2CCCC(C(=O)NCCc3ccccc3)C2)cc1 (configuration not stated)	-2.3	-6.5	-2.8	-1.6	-1.0	i	-6.4	1.2	8.9
CC(C)(C)C(=O)N1CCN(c2ccc([N+](=O)[O-])c(NCc3cccnc3)c2)CC1	1.8	-2.8	10.8	-5.6	0.3	i	-3.0	-6.4	1.2
Cc1onc(-c2ccccc2)c1C(=O)NCc1cccs1	-4.0	-8.4	-5.7	-1.0	-1.0	i	-8.3	-3.6	3.5
CCSc1nc2c(c(=O)[nH]c(=O)n2C)n1C	-0.9	-7.6	0.5	2.5	-0.1	i	-8.2	-3.8	-2.0
CC(C)C[C@@H](CN)NC(=O)c1nc[nH]c1C(=O)N[C@@H](C)C(=O)CNC[C@H](C)NC(=O)c1nc[nH]c1C(=O)N[C@@H](C)C(=O)O	-0.2	-10.6	4.8	1.2	0.0	i	-2.9	7.6	-0.7
COc1ccc2c(c1)CCc1c(C(=O)Nc3c(C)n(C)n(-c4ccccc4)c3=O)noc1-2	3.0	-4.2	9.4	-2.9	0.4	i	-0.7	-10.6	-2.8
CC(C)C[C@H](NC(=O)c1nc[nH]c1C(=O)NC1CCNCC1)C(=O)OCc1ccccc1	-1.3	-12.8	2.3	-3.8	-0.4	i	-1.9	-8.4	-11.7
CCOC(=O)/C(C#N)=N/Nc1ccccc1OC	0.3	-8.7	-11.0	-0.4	1.4	i	-1.8	-4.4	3.7
O=C(/C=C/c1cccc([N+](=O)[O-])c1)OCC(=O)N1CCOCC1	3.2	-3.4	-8.0	4.0	-0.4	i	-1.2	3.1	2.8
CCOC(=O)C(C)N1N=C(/C=C/c2ccc(C)cc2)CCC1=O (configuration not stated)	4.8	2.6	9.6	-4.9	3.0	i	-13.9	-4.9	6.4
COc1cccc(N2CC(=O)N(NC(=O)CSc3nc(C)cc(C)c3C#N)CC2=O)c1	13.9	4.8	-5.6	1.7	-2.0	i	-4.1	-0.4	7.5
COC(=O)c1c(NC(=O)Cc2cccs2)sc(C(=O)N2CCCCC2)c1C	3.0	4.3	-3.8	-3.9	1.0	i	0.3	-4.5	1.1
CN(C1CCS(=O)(=O)C1)S(=O)(=O)c1ccccc1 (configuration not stated)	1.1	-7.9	4.2	1.4	0.4	i	-2.8	2.2	-0.8
Cc1ccc(NC(=O)CSc2nccn2C)cc1S(=O)(=O)N1CCOCC1	-4.5	-10.8	8.0	-2.2	-0.8	i	-5.2	-11.9	2.0

Two entries from above, bar-delimited:
SMILES | MT1-MMP act inh | FAS TE block | SKN-1 block | Rin1 Abl inh | MsrA inh | Neddylation inh | bovine MsrA act | E coli Lon inh | NRP1-CendR mod
CCOC(=O)/C(C#N)=N/Nc1ccccc1OC | 0.3 | -8.7 | -11.0 | -0.4 | 1.4 | i | -1.8 | -4.4 | 3.7
COC(=O)c1c(NC(=O)Cc2cccs2)sc(C(=O)N2CCCCC2)c1C | 3.0 | 4.3 | -3.8 | -3.9 | 1.0 | i | 0.3 | -4.5 | 1.1

Remaining list, next part.
SMILES	MT1-MMP act inh	FAS TE block	SKN-1 block	Rin1 Abl inh	MsrA inh	Neddylation inh	bovine MsrA act	E coli Lon inh	NRP1-CendR mod
CC(C)CCNC(=O)c1cccc(S(=O)(=O)N2CCc3ccccc32)c1	0.0	10.9	-7.8	-1.5	0.4	i	-2.7	-13.3	-1.2
Cc1cccc(NC(=O)c2cc3n(n2)C(C(F)(F)F)CC(C2CC2)N3)c1C (configuration not stated)	-3.5	-5.5	24.4	5.6	-0.7	i	-3.1	-6.6	-12.3
O=C(Cc1ccc(Cl)cc1)NNC(=S)NC(=O)c1cccnc1	3.9	-4.4	2.4	1.0	1.2	i	1.9	-5.6	7.0
O=C(COc1ccc2ccc(=O)oc2c1)Nc1c(Cl)cccc1C(F)(F)F	-1.0	4.4	7.4	-2.8	2.9	i	-3.8	3.7	-15.1
O=C(O)[C@@H]1CCCN1S(=O)(=O)c1cccc(S(=O)(=O)N2CCC[C@H]2C(=O)O)c1	-1.3	-9.7	-8.3	-1.1	0.4	i	-2.2	14.9	9.8
CCCCC(=O)Nc1cccc(NC(=O)CC)c1	-1.7	-8.6	5.0	-4.0	0.6	i	-2.0	-4.7	10.7
CCOC(=O)c1ccc(Nc2cc3ccccc3c(=O)[nH]2)cc1	-6.2	33.0	-5.8	7.4	-0.1	i	-1.7	-5.6	13.1
COc1ccc(NS(=O)(=O)c2cc(NC(=O)c3cnccn3)ccc2OC)cc1Br	1.3	4.9	0.6	0.2	1.4	i	-1.5	-6.3	-1.8
COC(=O)c1ccc(N)c(CS(=O)(=O)c2ccc(Cl)cc2)c1	0.7	-2.5	-15.3	-0.7	-0.8	i	-2.5	0.5	3.4
Nc1c([N+](=O)[O-])cc(-c2cnc[nH]2)cc1[N+](=O)[O-]	10.9	-1.9	-0.4	-20.7	-0.9	i	-7.0	2.2	1.0
CCN(CC)c1ccc(NC(=O)CN2CCN(c3nc(C)cc(C)n3)CC2)cc1	4.0	5.4	-2.7	1.8	0.3	i	-1.4	0.7	16.2
CC(=O)OC1C2CCC1C([N+]1(C)CCCCC1)CC2 (configuration not stated)	-4.0	-6.1	-5.0	2.6	-0.8	i	-4.7	-4.7	-2.8
C/C(=N\N=C(/N)c1nonc1N)c1ccc2c(c1)OCO2	-2.6	4.7	8.2	-4.0	1.9	i	-4.4	-1.6	-3.5
CCC1CCC(NC2CCCCNC2=O)CC1 (configuration not stated)	-1.1	-6.7	2.3	0.2	1.0	i	5.1	-8.4	3.4
COC(=O)CSc1ccc(S(=O)(=O)N2CCCCCC2)cc1[N+](=O)[O-]	0.7	1.5	-1.8	-0.2	-0.2	i	-2.4	9.0	14.3
COc1ccc(-c2nn(-c3ccccc3)cc2C(=O)NC2CCC(C)CC2)cc1 (configuration not stated)	-5.3	0.9	-2.1	2.8	-0.6	i	-2.9	-14.6	7.8
COc1ccc(-c2nc(CS(=O)CC(=O)N3CCN(C)CC3)c(C)o2)cc1 (configuration not stated)	4.1	-7.5	-2.3	1.0	-0.1	i	-3.7	-0.1	9.4
O=C(O)c1ccccc1C(=O)OC1CCCC2CCCC21 (configuration not stated)	-0.2	-5.5	4.1	3.2	-0.9	i	-0.4	-4.9	-4.6
Cc1cc(SCC(=O)NC(=O)c2cccn2C)nc2ccccc12	2.2	5.9	1.5	-5.2	-0.6	i	-0.8	-1.7	-20.6
COc1ccc(NC(=O)c2ccc(-n3cccn3)nc2)cc1	-2.9	-9.2	-22.5	-1.0	0.1	nt	-4.5	-5.5	-9.2
O=C(O)C(CC1CCCCC1)N1CCS(=O)(=O)CC1 (configuration not stated)	0.2	-10.0	6.2	0.8	1.9	i	-13.8	-1.2	3.9
O=C(CSc1ccccc1)Nc1cc(S(=O)(=O)N2CCOCC2)ccc1N1CCOCC1	0.4	-0.9	3.4	1.1	-0.2	i	-2.1	-3.9	-9.3
O=C(Nc1cccc(S(=O)(=O)N2CCCCCC2)c1)c1ccc2c(c1)OCO2	3.9	16.8	11.8	1.3	0.1	i	-0.8	-3.1	1.8
CN1CCN(C(=O)/C(=C/c2ccccc2)c2ccccc2)CC1	-0.1	-8.7	-11.1	2.2	2.2	i	-1.3	-3.6	7.3
C/C(=N\O)C(=O)NCc1ccncc1	-3.1	-4.4	3.5	-0.4	-1.0	i	-2.9	7.5	-1.9
O=C(Nc1ccc(Cl)cn1)c1ccc(-c2ccc(Cl)c(Cl)c2)o1	-9.1	13.4	-7.6	-0.2	0.0	nt	-0.7	-8.3	-12.1
O=C(O)c1ccc2c(c1)N(Cc1cccc(F)c1)C(=O)CS2	2.5	-6.3	-6.9	-2.1	0.8	i	-1.8	-5.5	-14.0
COc1cc(NC(=O)c2sc3ncn(CC(=O)N4CCCCC4C)c(=O)c3c2C)cc(OC)c1OC (configuration not stated)	4.0	0.6	4.4	-3.7	1.3	i	-3.4	-5.6	-4.5
Cc1ccc(Cc2c(-c3ccco3)nc3ccc(Cl)cn23)cc1	-4.6	1.1	10.3	5.2	nt	i	-5.8	-7.6	-25.1
NC(=O)C1CCN(C(=O)CCSCc2ccc(Cl)c(Cl)c2)CC1	-1.0	-1.3	-4.3	0.1	0.9	i	-4.4	-5.7	-0.4
CN1CCN(c2ccc(S(=O)(=O)N3CCCCC3)cc2NC(=O)CSCc2ccccc2)CC1	-6.0	0.4	9.9	1.0	2.5	i	-2.4	-10.7	-2.5
CCN(CC)c1ccc(/C=C(\C#N)C(N)=O)cc1	-10.6	-1.5	6.7	-9.4	-0.5	i	-9.3	-61.5	-49.5
Nc1cc(N)nc(SCc2ccccc2Cl)n1	2.2	-1.9	-1.9	1.0	0.3	i	-0.3	-0.3	10.3
COc1ccc(C2CN=NC2C(=O)c2ccccc2)cc1 (configuration not stated)	-0.7	0.2	-1.2	1.5	1.7	i	-2.8	-3.6	12.8
CC1CCCCN1CC(=O)NC(=O)NCc1ccccc1 (configuration not stated)	7.4	-8.9	3.4	1.1	-1.2	i	-0.9	-13.8	-1.5
Cc1ccc(Sc2ccc(/C=N/O)cc2[N+](=O)[O-])cc1	-1.1	-17.2	-11.1	1.9	0.4	i	-4.9	2.9	-2.9
CN1CCC(=NNC(=O)CN(c2cccc([N+](=O)[O-])c2)S(=O)(=O)c2ccccc2)CC1	0.7	-0.5	4.1	2.0	-0.3	i	-2.1	-6.7	8.7
CC(=O)C1=C(C)N(CC2CC2)C(=O)N[C@H]1c1ccccc1	0.4	-7.2	-1.1	-2.5	1.3	i	-1.0	-1.1	2.0
CS(=O)(=O)N(CC(=O)Nc1ccccc1C(=O)NCc1ccco1)c1ccccc1F	2.2	-1.1	-13.3	1.8	0.8	i	-3.2	-2.1	1.3
O=C(Nc1cccnc1)c1cccc(S(=O)(=O)N2CCCC2)c1	nt	-3.6	99.8	2.2	0.3	i	-0.9	0.7	1.1
COc1ccc(/C=C/C(=O)c2ccc(O)cc2)cc1CN1CCOCC1	-10.0	-5.9	7.1	-3.7	4.1	i	-4.2	14.1	-7.7
CN(c1ccccc1)S(=O)(=O)c1ccc(Cl)c(C(=O)NCC(c2ccco2)N2CCCC2)c1 (configuration not stated)	-5.5	-4.3	2.4	-0.4	-0.3	i	-0.3	4.0	-12.1
COc1ccc(N(C(=O)c2cc3ccccc3oc2=O)C2C=CS(=O)(=O)C2)c(OC)c1 (configuration not stated)	-0.9	-1.4	3.1	4.1	0.5	i	-5.8	-3.3	-3.2

Copied from the list.
`CC(=O)C1=C(C)N(CC2CC2)C(=O)N[C@H]1c1ccccc1` @ E coli Lon inh = -1.1
`COc1ccc(C2CN=NC2C(=O)c2ccccc2)cc1` (configuration not stated) @ FAS TE block = 0.2

Printed as active in Rin1 Abl inh (from the list above):
Compound	MT1-MMP act inh	SKN-1 block	Rin1 Abl inh	MsrA inh	Neddylation inh	bovine MsrA act	E coli Lon inh	NRP1-CendR mod
Cc1ccc(NC(=O)Cn2nc(C(F)(F)F)c3c2CCC3)cc1	3.1	1.6	5.0*	1.5	i	-3.5	2.5	2.7
